Assay outcomes: PubChem, National Center for Advancing Translational Sciences (NCATS)
pAkt inh: blocks phosphorylation of Akt | Neuro2A IGF-stimulated pAkt S473 HTRF, 20 min; hits give low values | hit rate 0.32% among 360,000 | activity change, % for hits at 50 µM; in the data active means activity change below about -80%; inconclusive means mostly about -51% to -80%; further: on the % scale 0 is the no-effect control and ±100 the full control effect
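Neuro2A cells (4,500/well, DMEM with 0.5% FBS) were treated with compound at a single 50 µM final concentration, stimulated with 6 nM IGF for 20 min at 37 °C, and lysed. Phospho-Akt Ser473 was read by HTRF as 665/615 ratio ×10^4.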
TGFb inhibitor: blocks TGF-b signaling | hit rate 1.2% among 410,000 | Potency, µM (titrated, usually from 46.1 µM), for inactives: at the highest dose activity, negative = inhibition, most hits filed as inhibitors | HepG2 CAGA-GFP TGF-b/SMAD3 reporter, GFP fluorescence, 18 h; TGF-beta stimulated, 500 pg/mL final; further: potency means the concentration at half of the fitted maximal effect; on the % scale 0 is the no-effect control and ±100 the full control effect; nearly all actives have a fitted effect of over 65% in size
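Read-out: total well GFP (ex488/em500-530) summed from mean per-cell fluorescence. Cells: HEPG2 CAGA-GFP, 1% FBS DMEM, 18 h at 37 degrees C with 500 pg/mL final TGF-beta. Unstimulated wells served as the full-inhibition control; stimulated DMSO wells = 0%.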
A549 viability: A549 cytotoxicity, counter-screen for Nrf2 inhibitors; A549 ARE-Fluc cells, CellTiter-Fluor viability, 18-24 h; Potency, µM (titrated, usually from 46 µM), for inactives: at the top dose activity change, negative = cytotoxicity, usual class: inhibitors; hit rate 0.16% among 390,000; further: potency means the concentration at half of the fitted maximal effect; on the % scale 0 is the no-effect control and ±100 the full control effect
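A549 ARE-Fluc cells in 5% FBS OPTI-MEM, 5000 cells/well, rested 2 h then exposed to compounds in concentration-response for 18-24 h at 37 °C. Viability by CellTiter-Fluor fluorescence (Ex 405/Em 525) after 30 min; luciferase luminescence (BugLite, 15 min, RT) read afterwards.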
Nrf2 block: blocks Nrf2 signaling. A549 ARE-Fluc reporter, luciferase luminescence, 18-24 h. Potency, µM (titrated, usually from 46 µM), for the others: top-dose activity change, negative = inhibition, actives largely listed as inhibitors. hit rate 2.1% among 360,000; further: potency means the concentration at half of the fitted maximal effect; on the % scale 0 is the no-effect control and ±100 the full control effect; nearly all actives have a fitted effect of over 60% in size
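Cells were seeded and rested 2 h, then exposed to compounds for 18-24 h. CellTiter-Fluor was read first as a viability measure. BugLite was added 15 min before the final luminescent read of ARE-luciferase activity in A549 cells.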
Nrf2 ARE act: activators of Nrf2 (ARE) signaling. AREc32 ARE-luciferase reporter (MCF7-derived line), luminescence, 24 h. hit rate 0.31% among 410,000. Potency, µM (titrated, usually from 46.1 µM), inactives show at the top dose activation, most hits filed as activators; further: potency means the concentration at half of the fitted maximal effect; % of control where 0% means no effect; nearly all actives have a fitted effect of over 65% in size
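Quantitative high-throughput format: AREc32 reporter cells, 1000 per well, received compound by pin transfer and were incubated 24 hr at 37 deg C, 5% CO2, before Steady-Glo luminescence detection.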
Abeta rescue: compounds reversing amyloid beta toxicity in yeast; yeast expressing A-beta42, growth rescue, OD600, 48 h; response scale: 0% DMSO, 100% iron-clioquinol control; Potency, µM (series often up to 46.1 µM), for the others: at the top dose growth rescue, most hits filed as activators; hit rate 0.063% among 410,000; AID 1347071; further: potency means the concentration at half of the fitted maximal effect; nearly all actives have a fitted effect of over 55% in size
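Yeast growth medium received pinned compounds, then yeast cells expressing toxic A-beta were added; plates incubated at 30 C for 48 hr. Growth read as absorbance at 600 nm, normalized to DMSO and equimolar FeCl3 plus clioquinol controls.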
CCT modulator: cytosolic chaperonin activity modulation; purified chaperonin ATPase assay, HTRF ADP detection, 30 min; activity change, % (test concentration not listed), hits read low; hit rate 0.3% among 360,000; in the data active means activity change below about -30%; further: on the % scale 0 is the no-effect control and ±100 the full control effect
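Nucleotide hydrolysis assay: TRiC at 20–40 nM final (set by batch activity) with 10 uM ATP, 30 min at 37 °C, in presence of 76 uM compound. Detection by competitive ADP HTRF, 30 min ambient.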
Mm-Cpn inhibitor: inhibitors of Methanococcus maripaludis chaperonin (MmCpn); purified Mm-Cpn ATPase, ADP Transcreener TR-FRET; Potency, µM (highest dose often 76.9 µM), without a hit: at the top dose activity, negative = inhibition, actives largely listed as inhibitors; hit rate 0.031% among 330,000; AID 504842; further: potency means the concentration at half of the fitted maximal effect; on the % scale 0 is the no-effect control and ±100 the full control effect; nearly all actives have a fitted effect of over 80% in size
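Reaction buffer contained 30 mM Tris pH 7.4, 100 mM KCl, 5 mM MgCl2 and 1 mM DTT. Mm-CPN (25 nM final) hydrolysed 10 uM ATP over 30 min at 37°C; ADP was read by HTRF.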
HepG2 tox: kills HepG2 cells in TGF-b inhibitor counter-screen. HepG2 CAGA-GFP viability, ATP luminescence, 18 h. Potency, µM (titrated, usually from 46.1 µM), inactives show at the highest dose activity change, negative = cytotoxicity, hits mostly cytotoxic. hit rate 0.76% among 410,000; further: potency means the concentration at half of the fitted maximal effect; some results filed as inactive show a strong effect at the top dose
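HepG2 CAGA-GFP cells (1000/well, DMEM with 1% FBS) received compound, then TGF-beta at 500 pg/mL final, and were incubated 18 hours at 37 degrees C. Viability was read by CellTiter-Glo luminescence. Media-only wells were set as complete cell-killing and DMSO as no toxicity.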
Numbers without * were called inactive; i = inactive; ? = inconclusive; · = not tested or not shown; [ ] = another dose, or the depositor's remark. Unless noted, the call rests on the fitted dose curve; in most records, active means well fitted curve in the direction sought with a large enough effect; inconclusive means small, poorly fitted or top-dose-only effect, or another doubt; inactive means no such curve, though single readings can be large; an effect the other way counts as inactive or inconclusive.

SMILES	pAkt inh	TGFb inhibitor	A549 viability	Nrf2 block	Nrf2 ARE act	Abeta rescue	CCT modulator	Mm-Cpn inhibitor	HepG2 tox
CN1CCN(c2nc3c(c(=O)[nH]c(=O)n3C)n2CCSc2nnnn2-c2ccccc2)CC1	i	11%	-4%	13%	-1.1%	6%	1.1	-25%	6%
O=C(CCCN1C(=O)c2cccnc2C1=O)Nc1ccccc1F	i	0%	9%	0%	0.0%	6%	-8.2	1%	1%
Cc1cccc(N2CCN(C(=O)Cc3c(C(=O)O)c(C)cn3C)CC2C)c1 (stereo unspecified)	·	-1%	-3%	·	2.8%	6%	·	·	8%
Cc1cccc(N2CCN(C(=O)CCNS(=O)(=O)c3ccc4c(c3)CCC(=O)N4)CC2)c1C	i	-27%	·	5.8µM*	-0.7%	-5%	-1.8	-2%	-12%
CCOC(=O)c1sc(NC(=O)COC(=O)Cn2cnc3ccccc32)c(C(=O)OCC)c1C	i	14%	5%	-20%	-0.8%	1%	3.2	1%	5%
O=C(O)c1ccc(N/N=C/c2ccc3c(c2)OCO3)cc1	i	0%	2%	?	-2.2%	-26%	2.0	-4%	-61%
O=C(NC(NC(=S)Nc1ccccc1)C(Cl)(Cl)Cl)c1cccc(Cl)c1 (stereo unspecified)	i	4.5µM*	?	?	7.4%	-8%	-5.3	1%	13µM*
O=C(/C=C/c1ccc(S(=O)(=O)NCc2ccco2)cc1)N1CCN(c2ccccc2)CC1	i	7%	-15%	-15%	1.8%	3%	1.0	-2%	-9%
CC1(C(=O)Nc2ccccc2Br)CCN1C(=O)Cc1ccc(Cl)cc1Cl (stereo unspecified)	i	-25%	·	·	-0.1%	20%	-1.0	·	-11%
O=C(OCn1ncc(Cl)c(Cl)c1=O)c1ccccc1Cl	i	-15%	·	23µM*	?	-55%[inhibitor]	-4.4	?	-93%
CCCC(=O)Nc1nn(CCC)c2nc3ccccc3cc12	i	6%	·	11%	3.1%	·	-7.0	-2%	2%
Oc1ccc(Cl)cc1CNCC1CCCCC1	i	-8%	5%	12%	3.1%	-6%	-4.9	-1%	-6%
CCn1ccc2c(OCC(=O)NCc3ccc(C)cc3)cccc2c1=O	·	-13%	-11%	·	6.3%	-8%	·	·	-29%
CCN(C(=O)Cn1ncc2c1-c1cc(C)ccc1OC2)c1cc(Cl)ccc1OC	·	?	-16%	?	7.9%	-11%	·	·	-15%
Cc1cc(OCc2cc(C(=O)NC(C)c3c(C)nn(C)c3C)no2)cc(C)c1Cl (stereo unspecified)	i	11µM*	9%	19%	0.0%	27%	-1.6	1%	-32%
C=CCOc1cccc(C2C(C(=O)c3ccc(C)o3)=C(O)C(=O)N2CCN(C)C)c1 (stereo unspecified)	i	-1%	-9%	10%	2.8%	-10%	-0.6	-3%	-5%
Cc1nc(SCC(=O)Nc2ccc(F)cc2)c2oc3ccccc3c2n1	-90%*	0%	-1%	6%	-0.5%	-1%	0.2	0%	16%
Cc1cccc(C(=O)Nc2nnc(SCc3cc(=O)n4cccc(C)c4n3)s2)c1	·	-16%	-1%	·	0.4%	1%	·	·	-18%
Cc1ccc(NC(=O)Cn2cnc3cc([N+](=O)[O-])ccc3c2=O)c(Cl)c1	i	11%	0%	?	-0.1%	2%	0.8	?	33%
CC1CCN(C(=O)c2cc3c(ccc4ccccc43)o2)CC1	i	-4%	11%	?	-0.6%	-11%	-0.2	5%	-31%
CN(C)C(=O)COC(=O)/C=C/c1cn(-c2ccccc2)nc1-c1cccs1	i	-14%	-23%	-28%	3.3%	-7%	-1.4	-2%	5%
Cn1c(=O)c2c(nc(NCc3ccco3)n2CCc2ccccc2)n(C)c1=O	i	?	-15%	21µM*	8.0%	4%	1.0	-3%	3%
CC(=O)c1cccc(NC(=O)CSc2ccc(-c3ccccn3)nn2)c1	i	?	-13%	21µM*	3.1%	?	-0.9	3%	-13%
Cc1cc(C)cc(NC(=S)N(C)C)c1	i	-4%	0%	12%	-0.3%	2%	-1.7	0%	-27%
COc1ccc(CCNC(=O)CS(=O)Cc2nc(-c3ccc(C)cc3)oc2C)c(OC)c1 (stereo unspecified)	·	-30%	-1%	·	8.0%	-6%	·	·	-19%
Cc1cccc(OCC(=O)Nc2ccccc2N2CCCC2)c1C	i	-6%	2%	1%	0.1%	-17%	-0.5	-1%	-18%
CC(C)CNC(=O)Cn1nc(C(F)(F)F)c2c1CCCC2	i	-10%	0%	-22%	-0.2%	-17%	2.0	1%	-2%
S=c1[nH]nc(Cc2n[nH]c(=S)n2-c2ccccc2)n1-c1ccccc1	i	3%	4%	6%	0.1%	-18%	-1.5	1%	-3%
C[C@H](CO)N1C[C@H](C)[C@@H](CN(C)S(=O)(=O)c2ccc(F)cc2)Oc2c(NC(=O)CCC(F)(F)F)cccc2C1=O	i	-2%	0%	6%	-0.8%	-7%	0.6	1%	9%
COc1ccc(N2CCN(C(CNC(=O)C3CCCCC3)c3ccco3)CC2)cc1 (stereo unspecified)	i	14%	0%	-6%	0.2%	4%	-0.3	1%	-9%
Cc1ccc(CNC(=O)CCSCc2ccc(C)cc2)cc1	i	?	-6%	2%	2.9%	19%	-3.8	0%	-1%
CC1=CC(C)(C)Nc2cc(C)c(C)cc21	i	?	3%	·	-0.6%	-7%	0.7	-5%	2%
CC(OC(=O)c1cccnc1Cl)C(=O)Nc1ccc2c(c1)OCO2 (stereo unspecified)	i	-26%	-3%	-17%	-0.5%	-9%	-1.6	-5%	-21%
Cc1nn(C(C)(C)C)c(OC(=O)c2c(F)cccc2F)c1Sc1ccccc1	·	-23%	?	6%[9.27 µM]	-0.4%	-10%	·	·	-47%
CCn1cc(CNC(=O)c2cc(-c3ccc(C)c(C)c3)nc3ccccc23)c(C)n1	·	-17%	-15%	?	4.3%	1%	·	·	-24%
O=c1c2ccccc2c(C=Nc2ccc(O)cc2)c(O)n1-c1nccs1	i	-30%	?	?	0.0%	-2%	-0.5	1%	1%
COCc1cc(C)nc(SCC(=O)Oc2ccc(Cl)cc2)c1C#N	i	-4%	-4%	7%	3.8%	-16%	-3.5	-9%	1%
COc1cccc(-c2noc(CCCC(=O)NCc3ccco3)n2)c1	·	2%	4%	25%	?	0%	·	·	-17%
CCn1c(C(=O)NCc2ccc(OC(C)C)cc2)cc2oc3ccccc3c21	·	·	-5%	?	0.7%	27%	·	·	-15%
COc1cccc(NC(=O)CNC(=O)c2ccc(C)cc2)c1	i	5%	1%	1%	-0.6%	7%	-2.3	1%	6%
O=[N+]([O-])c1ccc(/C=N/N2CCN(Cc3ccccc3)CC2)cc1	i	-27%	-16%	-27%	3.7%	-3%	-105*	1%	-19%
O=C(NCc1cccc(Br)c1)c1cc(-c2ccccc2)nn1CC1CC(c2cccnc2)=NO1 (stereo unspecified)	i	?	0%	0%	1.3%	14%	1.8	·	-29%
COCCCNc1nc2nonc2nc1N1CCN(C2CCCC2)CC1	i	1%	2%	?	-0.5%	11%	0.5	6%	-2%
COc1cc2c(c(OC)c1OC)-c1ccc(NC(=O)c3ccc(F)cc3)c(=O)cc1[C@@H](NC(C)=O)CC2	i	?	?	-24%	-0.8%	5%	-0.2	-2%	-15%
COCc1c(C(=O)Nc2ccc3nc(N4CCOCC4)sc3c2)oc2ccccc12	i	-23%	-1%	?	8.8%	-2%	0.1	-14%	-20%
CCn1c(=O)n(CC)c2cc(S(=O)(=O)N3CCOCC3)ccc21	i	2%	14%	-9%	-0.7%	2%	-2.6	1%	0%
CCCCCCCCCCCn1nnnc1N	i	-14%	-2%	-9%	0.6%	-1%	0.7	·	2%
COc1ccccc1NC(=O)CSc1nnnn1C1CCCCC1	i	2%	0%	15%	3.7%	-7%	0.2	0%	-9%
CCc1ccc(NC(=O)CSc2nnc(-c3nonc3NC(C)=O)n2-c2ccccc2)cc1	·	-33%	0%	-25%	4.9%	2%	·	·	-22%
COc1cc2c(cc1OC)CN(C(=O)c1cccc(S(=O)(=O)N(C)C)c1)CC2	i	-24%	0%	-8%	-0.1%	-10%	0.5	1%	-28%
The list continues.
SMILES	pAkt inh	TGFb inhibitor	A549 viability	Nrf2 block	Nrf2 ARE act	Abeta rescue	CCT modulator	Mm-Cpn inhibitor	HepG2 tox
CCOc1ccccc1C(=O)NC1CCN(Cc2ccccc2)CC1	i	17%	-6%	1%	-0.2%	15%	0.3	2%	-27%
CCc1ccc(C(=O)CC2(O)C(=O)N(Cc3ccc(C)cc3)c3ccccc32)cc1 (stereo unspecified)	·	-30%	-1%	1%	13%	9%	·	·	-26%
CCCCNC(=O)C1(C)CCN1C(=O)c1cc2ccccc2s1 (stereo unspecified)	i	-19%	·	·	2.2%	-7%	-0.7	·	-16%
COc1ccccc1-c1cc(NC(=O)COc2ccccc2Cl)n(-c2ccccc2)n1	·	?	-3%	·	0.3%	-16%	·	·	1%
C=CCOc1ccc(Br)cc1/C=C1\NC(=S)N(C(C)=O)C1=O	i	-8%	-8%	-9%	5.8%	-4%	1.2	1%	-18%
COc1cccc(CNC(=O)CCC2CCCN(Cc3ccc4c(c3)CCO4)C2)c1 (stereo unspecified)	i	-6%	3%	5%	0.6%	-18%	0.1	-1%	-17%

Whole records, quoted from the list. Screens in order: pAkt inh	TGFb inhibitor	A549 viability	Nrf2 block	Nrf2 ARE act	Abeta rescue	CCT modulator	Mm-Cpn inhibitor	HepG2 tox
CCc1ccc(C(=O)CC2(O)C(=O)N(Cc3ccc(C)cc3)c3ccccc32)cc1 (stereo unspecified) as listed: ·	-30%	-1%	1%	13%	9%	·	·	-26%
CCCCNC(=O)C1(C)CCN1C(=O)c1cc2ccccc2s1 (stereo unspecified) as listed: i	-19%	·	·	2.2%	-7%	-0.7	·	-16%
